# GLP1R inv ag: acts as inverse agonist at human GLP-1 receptor | P43220 | HEK293 GLP-1R CRE-luciferase, luminescence, 24 h; GLP-1R form is constitutively active | Potency, µM (series often up to 38.3 µM), without a hit: at the top dose activity change, negative = inhibition, hits mostly inhibitors | hit rate 1.6% among 410,000 | AID 624417; also: potency is read from the fitted curve at half-maximal effect; % is scaled to controls: 0 for no effect and ±100 for the full control effect; nearly all actives have a fitted effect of over 55% in size
# Target sequence (P43220 whole entry, looked up): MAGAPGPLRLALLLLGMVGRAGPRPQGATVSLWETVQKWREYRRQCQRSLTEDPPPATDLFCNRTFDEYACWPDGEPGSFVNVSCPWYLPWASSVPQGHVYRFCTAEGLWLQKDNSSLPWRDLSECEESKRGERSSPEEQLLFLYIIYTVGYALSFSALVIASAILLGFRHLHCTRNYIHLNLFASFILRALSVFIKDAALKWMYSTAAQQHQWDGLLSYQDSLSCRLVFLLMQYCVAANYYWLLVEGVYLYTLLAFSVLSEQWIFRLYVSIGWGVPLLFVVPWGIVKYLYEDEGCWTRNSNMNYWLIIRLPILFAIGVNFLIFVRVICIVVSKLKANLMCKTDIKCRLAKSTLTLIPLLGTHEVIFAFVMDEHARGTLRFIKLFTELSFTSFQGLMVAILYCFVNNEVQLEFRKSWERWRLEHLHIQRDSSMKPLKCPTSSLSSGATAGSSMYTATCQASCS
#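 Inverse agonists were sought by their lowering of basal cAMP reporter luciferase output in HEK293 cells stably carrying constitutively active human GLP-1R, after 24 h compound treatment.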
# TDP43 rescue: rescues yeast growth from TDP-43 toxicity; TDP-43 expressing yeast growth rescue, BacTiter-Glo, 24 h; hit rate 1.8% among 410,000; AID 652104; Potency, µM (series often up to 46.1 µM), for the others: at the top dose growth rescue (activation), most hits filed as activators; also: potency is read from the fitted curve at half-maximal effect; % of control where 0% means no effect; nearly all actives have a fitted effect of over 50% in size
#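 Yeast expressing TDP-43 (pregrown in raffinose, seeded at OD600=0.02 in galactose medium) exposed to compounds 24 hr at 30 deg C. Growth read by BacTiter-Glo luminescence; rescue of toxicity appears as increased signal.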
# aSyn yeast inh: alpha-synuclein toxicity inhibition in yeast | hit rate 0.14% among 370,000 | Yeast expressing alpha-synuclein, growth rescue, BacTiter-Glo, 24 h | AID 652106 | Potency, µM (highest dose often 46.1 µM), without a hit: top-dose growth rescue (activation), actives largely listed as activators; also: potency is read from the fitted curve at half-maximal effect; % of control where 0% means no effect; nearly all actives have a fitted effect of over 65% in size
#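 Rescue of yeast growth: cells expressing toxic alpha-synuclein, induced in galactose at OD600 0.02, incubated with compound 24 h at 30 C. ATP luminescence quantified growth; inhibitors of toxicity appear as activators.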
# DRD3 antagonist: D3 dopamine receptor (human) antagonism; AID 652054; max response, negative = inhibition, %; P35462; D3R cells, DiscoveRx beta-arrestin luminescence, antagonist mode; active compounds read low; hit rate 2.5% among 360,000; in the data active = max response below about -50%; inconclusive = no clear call, values can overlap the other calls; also: % is scaled to controls: 0 for no effect and ±100 for the full control effect; mostly tested at two doses, the higher about 12 µM
# Target sequence (P35462 whole entry, looked up): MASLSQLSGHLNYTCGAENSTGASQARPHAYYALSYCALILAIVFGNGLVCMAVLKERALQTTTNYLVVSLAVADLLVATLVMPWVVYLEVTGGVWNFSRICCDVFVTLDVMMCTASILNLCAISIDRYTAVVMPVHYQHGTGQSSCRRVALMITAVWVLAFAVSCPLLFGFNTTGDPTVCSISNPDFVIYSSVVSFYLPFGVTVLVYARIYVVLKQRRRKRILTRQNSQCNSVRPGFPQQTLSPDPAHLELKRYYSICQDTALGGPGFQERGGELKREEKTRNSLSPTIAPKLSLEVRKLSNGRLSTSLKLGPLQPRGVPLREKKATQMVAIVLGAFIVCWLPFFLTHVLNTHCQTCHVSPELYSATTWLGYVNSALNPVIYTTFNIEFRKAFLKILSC
#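 Cells expressing the human receptor were seeded at 1500 cells/well, incubated overnight at 37 degrees C in 5% CO2, then exposed to library compounds with dopamine controls for 90 minutes at 37 degrees C before luminescent detection.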
# KB-V1 MDR tox: kills drug-selected multidrug resistant KB-V1 cells. KB-V1 MDR cells viability, CellTiter-Glo, 72 h. Potency, µM (top dose mostly 46.1 µM), inactives show at the highest dose activity change, negative = cytotoxicity, usual class: cytotoxic. hit rate 3.4% among 400,000; also: potency is read from the fitted curve at half-maximal effect; % is scaled to controls: 0 for no effect and ±100 for the full control effect; nearly all actives have a fitted effect of over 60% in size
#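 In this primary screen, KB-V1 cells overexpressing P-gp are incubated with library compounds (lowest to highest concentration) for 72 h at 37 degrees C before a luminescent ATP viability read.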
# DRD3 agonist: activates the human D3 dopamine receptor. P35462. D3R DiscoveRx beta-arrestin cells, luminescence, 90 min. max activation, %. hit rate 0.58% among 410,000. AID 652048; in the data active = max activation above about 30%; also: 0% is about no effect; mostly tested at two doses, the higher about 12 µM
#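 Cells at 1500/well, incubated overnight, then treated with pinned compounds (dopamine as control) for 90 min at 37 degrees C. DiscoveRx reagent added for 30 - 60 minutes at room temperature; luminescence read.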
# PTHR1 agonist: PTHR1 (human) receptor agonism | hit rate 0.075% among 410,000 | Potency, µM (highest dose often 115 µM), inactives show at the highest dose activation, hits mostly activators | AID 743266 | Q03431 | HEK293 GP2 PTHR1 cells, GloSensor cAMP luminescence, 1 h; also: potency is read from the fitted curve at half-maximal effect; nearly all actives have a fitted effect of over 55% in size; some results filed as inactive show a strong effect at the top dose; inactives centre near -15; many of its hits are not listed in these tables
#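 HEK-293-derived GP2 cells expressing PTHR1 and a GloSensor cAMP reporter, 3,000/well, plated overnight, given luciferin plus IBMX (each 0.5 mM as added) for 1 h at 37 °C, then compound for 1 h at 37 °C. Luminescence was read after 15 min at room temperature.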
# GLP1R ag: agonists of human GLP-1 receptor; HEK293 GLP-1R CRE-luciferase, luminescence, 4-6 h; cells express a hypersensitive GLP-1R form; Potency, µM (titrated, usually from 45.6 µM), inactives show top-dose activation, hits mostly activators; hit rate 0.007% among 380,000; also: potency is read from the fitted curve at half-maximal effect; % of control where 0% means no effect
# HEK293 tox: cytotoxicity in counter-screen for GLP-1R inverse agonists; HEK293 cAMP-luciferase reporter cells, luminescence, 24 h; hit rate 0.13% among 410,000; Potency, µM (doses to about 38.3 µM), inactives show at the highest dose activity change, negative = inhibition, actives largely listed as inhibitors; AID 624418;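 also: loss of luciferase light is scored as toxicity; potency is read from the fitted curve at half-maximal effect; % is scaled to controls: 0 for no effect and ±100 for the full control effect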
#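 Luminescence readout: signal drop marks cytotoxicity. Plated cells grew 12 h at 37 °C, 5% CO2, received 23 nL compound for 24 h, then got luciferase reagent, read after 12 min at RT.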
# * = called active by the depositor; i = inactive; ? = inconclusive; . = not tested or not shown; [ ] = another dose, or the depositor's remark. Unless noted, calls follow the shape of the dose curve; as a rule, active = well fitted curve in the direction sought with a large enough effect; inconclusive = small, poorly fitted or top-dose-only effect, or another doubt; inactive = no such curve, though single readings can be large; an effect the other way counts as inactive or inconclusive. The list is partial. The share of hits here may be higher or lower than overall.
SMILES,GLP1R inv ag,TDP43 rescue,aSyn yeast inh,DRD3 antagonist,KB-V1 MDR tox,DRD3 agonist,PTHR1 agonist,GLP1R ag,HEK293 tox
O=C(NCCNC(=O)Oc1cccc2ccccc12)Oc1cccc2ccccc12,-26%,-3%,0%,-10,0%,3,-18%,2%,1%
Cc1ccc(-c2nc(C#N)c(NCCc3ccccn3)o2)cc1,52%[activator],1%,1%,0,11%,4,-30%[57.5 µM],-11%,4%
O=C(COC(=O)c1ccccc1Cl)NC(=O)NCc1ccccc1,-6%,-29%,17%,?,-25%,-13,-41%[inhibitor],6%,-3%
COc1ccc(OC)c(NC(=O)C2(C)CCN2Cc2ccccc2Cl)c1 (stereo not drawn),?,19%,-24%,17,-14%,7,0%,?,11%
CCCc1nc2ccc(Cl)cn2c1Cc1ccsc1,?,5%,12%,0,1%,-1,-74%[inhibitor],16%,2%
CC[N+](CC)(CC)C/C(N)=N/O,9%,-3%,0%,11,-1%,-3,i,-5%,-8%
CCCCn1c(N)c(N(CC(C)C)C(=O)C2CCN(S(=O)(=O)c3ccc(F)cc3)CC2)c(=O)[nH]c1=O,25%,12%,2%,20,0%,1,i,-5%,15%
O=C(Nc1ccc2c(c1)OCCO2)c1ccc(Br)s1,10µM*,28%,2%,-4,13µM*,-4,-47%[inhibitor],-13%,?
C(=N\N1CCN(Cc2ccccc2)CC1)/c1ccccc1,?,-3%,15%,3,7%,-14,i,3%,-22%
CCn1cc(C(=O)NCc2ccccc2OC)c(=O)c2cc(S(=O)(=O)N3CCCCCC3)ccc21,-11%,13%,.,.,-6%,-3,-52%[inhibitor],1%,2%
O=C(NCC(F)(F)F)[C@H]1O[C@@H](n2ccc(=O)[nH]c2=O)[C@H](O)[C@@H]1O,6%,0%,-11%,0,0%,1,-4%,-3%,-1%
O=c1cc(CSc2nnc(COc3ccccc3)n2-c2ccccc2)c2ccccc2[nH]1,-2%,-4%,-6%,0,3%,-2,i,24%,-22%
CC(C)OC(=O)c1c(N)sc2c1CCCC2,1%,-2%,1%,10,-14%,0,-11%[57.5 µM],5%,2%
Cc1ccc(Cl)cc1N1CCN(C(=O)c2ccc3nc(N4CCC(C)CC4)sc3c2)CC1,?,3%,.,.,.,3,-34%[inhibitor],.,-5%
Cc1ccc(CN(C(=O)c2ccc(C(C)(C)C)cc2)c2ccccn2)o1,?,19%,.,.,30%,0,-21%,.,-10%
O=C(CC1C(=O)NCCN1Cc1ccc(-c2ccccc2)cc1)NCc1ccncc1 (stereo not drawn),5%,0%,9%,17,1%,-1,-14%,11%,11%
CCN1C(=O)c2ccccc2Sc2ccc(NC(=O)Nc3ccc(Br)c(C)c3)cc21,-5%,8%,.,.,?,6,i,.,13%
C=CCn1c(SCC(=O)c2ccc(O)c(O)c2)nnc1-c1ccccc1OC,-11%,10%,-2%,1,13%,16,-16%,5%,-11%
COc1ccc(N/C(=N/c2nc(C)cc(C)n2)NC(=O)Nc2ccc(Cl)c(Cl)c2)c(OC)c1,9%,5%,-1%,-3,-19%,-5,-18%,0%,0%[1.53 µM]
Cn1nnnc1SCCCNCc1cc(Cl)ccc1OCc1ccccc1F,?,6%[9.22 µM],.,.,-15%,-23,-7%,.,-15%
CCOC(=O)N1CCN(C(=O)C2CCN(Cc3ccc(O)c(OCC)c3)CC2)CC1,11%,-11%,-2%,-18,2%,-20,-8%,10%,-22%
COc1cccc(/C=C/c2ccc3ccccc3n2)c1OC(C)=O,?,33%,-15%,15,?,6,-27%,3%,-6%
CC(SCc1cc(=O)n2c([nH]c3ccccc32)c1C#N)C(=O)O (stereo not drawn),-2%,12%,10%,-15,?,-1,i,1%,-5%
NS(=O)(=O)c1ccc(CCNS(=O)(=O)c2cccs2)cc1,3%,17%,1%,8,.,-10,i,-7%,-3%
Cc1cc(C)c(Cn2c3ccccc3c3cnn(CC(=O)NCCC4=CCCCC4)c(=O)c32)c(C)c1,6%,5%[9.22 µM],.,.,-2%,-4,i,.,5%
CCN(CC)c1ccc(O)c(C=Nc2ccc(C)c(C)c2)c1,4%,-1%,8%,7,?,5,-14%,7%,4%
CC1CCN(CC2C(=O)O[C@@H]3C[C@@]4(C)CCC[C@H](C)C4=C[C@H]23)CC(C)(C)C1 (stereo partly drawn),5%,-12%,1%,?,-8%,-22,-14%,1%,-20%
CCOC(=O)C1=C(C)n2c(s/c(=C3\C(=O)Nc4ccccc43)c2=O)=NC1c1ccc(OC)cc1 (stereo not drawn),13%,7%,-1%,5,?,1,-4%,14%,-25%
COCCNC(=O)C1CC(c2cccc(F)c2)=NO1 (stereo not drawn),-4%,13%,-2%,1,19%,1,i,-3%,-3%
O=C1CC(N2CCN(c3ccc(F)cc3)CC2)C(=O)N1Cc1ccc(N2CCCC2=O)cc1 (stereo not drawn),?,0%,5%,12,0%,3,-37%,-6%,-25%
O=C1C2CCCN2C(=S)N1c1ccccc1 (stereo not drawn),8%,-11%,-1%,5,6%,7,i,2%,8%
Cc1cccc(C(=O)N2CCNC(=O)C2CC(=O)Nc2ccc(F)cc2)c1 (stereo not drawn),21%,13%,.,.,0%,-4,i,-3%,-2%
COC1CC(C)NC(=S)N1 (stereo not drawn),2%,7%,4%,-7,10%,0,-12%,0%,-7%
Cc1ccc(S(=O)(=O)NCC(=O)OCC(=O)N2CC(=O)Nc3ccccc32)cc1,-15%,?,-5%,3,-1%,-14,i,0%,6%
Cc1cc(C(=O)NN)n[nH]1,3%,2%,8%,5,-7%,3,i,7%,-1%
CN1C(=O)C(CC(=O)N2CCN(C(c3ccccc3)c3ccccc3)CC2)N(C)C1=O (stereo not drawn),?,0%,0%,8,-19%,0,-8%,-11%,6%
Cc1cc(NC(=O)C(C)Oc2ccccc2)no1 (stereo not drawn),1%,-5%,-7%,-1,21%,-4,-12%,13%,-8%
CN(C)c1oc(-c2ccccc2[N+](=O)[O-])nc1C#N,?,-3%,-3%,-8,4%,6,i,-1%,-5%
Cc1[nH]c(=O)[nH]c(=O)c1S(=O)(=O)Nc1ccc(Br)cc1F,8%,2%,-10%,0,12%,3,i,-5%,18%
C=CCOc1ccc(/C=N/Nc2ccccn2)cc1OC,12%,-2%,-9%,-7,?,-1,i,27%,?
COc1cccc(Nc2nc(C)cc(C)c2C#N)c1,-8%,-4%,-7%,20,-11%,-4,-8%[57.5 µM],4%,-16%
Cc1cc(Nc2ccc(F)cc2F)n2nc(C)nc2n1,19%,17%,-6%,18,2%,3,-25%,2%,2%
CCOC(=O)CNc1ccc(C(=O)OCC)cc1[N+](=O)[O-],13%,17%,-1%,0,25%,9,i,0%,8%
Cc1cc(Cl)ccc1OC(C)C(=O)OCC(=O)Nc1ccc2[nH]c(=O)[nH]c2c1 (stereo not drawn),12%,24%,6%,2,0%,-19,-22%,6%,-26%
CCN(CC)S(=O)(=O)c1ccc(C(=O)NCc2nnc(SCC(=O)OC)n2C)cc1,1%,-8%,-1%,-26,-11%,-8,i,-7%,-14%
COC(=O)CSc1c(-c2ccccc2)c2cc(Cl)ccc2[nH]c1=O,0%,19%,4%,41,-11%,2,i,5%,4%
COc1ccc(Cc2c(C(C)(C)C)nc3ccc(Br)cn23)c(C)c1,?,10%,-1%,49,14%,22,i,-2%,4%
CCc1cc2cc(C)cc(C)c2[nH]c1=S,15%,6%,4%,38,0%,-8,-4%,7%,-6%
CC1(c2nnc(-c3ccccc3)o2)CC(c2cccnc2)=NO1 (stereo not drawn),0%,-10%,5%,2,1%,3,-8%,5%,6%

# Sorted by SMILES length (largest number first): some entries from above.
SMILES,GLP1R inv ag,TDP43 rescue,aSyn yeast inh,DRD3 antagonist,KB-V1 MDR tox,DRD3 agonist,PTHR1 agonist,GLP1R ag,HEK293 tox
COc1cccc(/C=C/c2ccc3ccccc3n2)c1OC(C)=O,?,33%,-15%,15,?,6,-27%,3%,-6%
CCN(CC)c1ccc(O)c(C=Nc2ccc(C)c(C)c2)c1,4%,-1%,8%,7,?,5,-14%,7%,4%
COCCNC(=O)C1CC(c2cccc(F)c2)=NO1 (stereo not drawn),-4%,13%,-2%,1,19%,1,i,-3%,-3%
CCCc1nc2ccc(Cl)cn2c1Cc1ccsc1,?,5%,12%,0,1%,-1,-74%[inhibitor],16%,2%
CCc1cc2cc(C)cc(C)c2[nH]c1=S,15%,6%,4%,38,0%,-8,-4%,7%,-6%

# Among those listed so far, four contain a thiophene ring, fused or not:
SMILES,GLP1R inv ag,TDP43 rescue,aSyn yeast inh,DRD3 antagonist,KB-V1 MDR tox,DRD3 agonist,PTHR1 agonist,GLP1R ag,HEK293 tox
CCCc1nc2ccc(Cl)cn2c1Cc1ccsc1,?,5%,12%,0,1%,-1,-74%[inhibitor],16%,2%
O=C(Nc1ccc2c(c1)OCCO2)c1ccc(Br)s1,10µM*,28%,2%,-4,13µM*,-4,-47%[inhibitor],-13%,?
CC(C)OC(=O)c1c(N)sc2c1CCCC2,1%,-2%,1%,10,-14%,0,-11%[57.5 µM],5%,2%
NS(=O)(=O)c1ccc(CCNS(=O)(=O)c2cccs2)cc1,3%,17%,1%,8,.,-10,i,-7%,-3%

# From PubChem BioAssay
